Screening results as filed in PubChem BioAssay.
HTR2A ag = mouse HTR2A agonism via beta-arrestin recruitment; P35363; CHO-K1 mHTR2A beta-arrestin complementation, luminescence; percent of 30 µM serotonin response; activation, % at 7.6 µM; 360,000 tested, 0.66% active;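 active means activation above a run cutoff, the mean activation of all tested compounds plus 3 SD, cut at about 14% in these data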;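 further: 0% = plate median of compound wells and 100% = 30 µM serotonin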
PDI inh = inhibitors of human protein disulfide isomerase; P07237; inhibition, % at 10 µM; AID 588391; 350,000 tested, 0.052% active; PDI insulin aggregation turbidity, A650, 90 min;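 active means mean inhibition across replicates of 30% or more, whatever share of single replicates reach that level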;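 further: absorbance from insulin aggregation driven by PDI reduction with DTT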
ABCB6 inh 2 = human ABCB6 transporter inhibition; fluorescence ratio to DMSO, % at 10 µM; K562-ABCB6 porphyrin accumulation, flow cytometry, 1 h; hits give low values; 360,000 tested, 0.19% active;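 active means fluorescence ratio to DMSO below 75%, the collection mean minus 3 SD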;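 further: signal is porphyrin accumulated inside mitochondria; 100% equals median channel fluorescence of DMSO control wells; lower ratio means ABCB6 inhibition with less porphyrin fluorescence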
Target sequence (Q9NP58 whole entry, looked up): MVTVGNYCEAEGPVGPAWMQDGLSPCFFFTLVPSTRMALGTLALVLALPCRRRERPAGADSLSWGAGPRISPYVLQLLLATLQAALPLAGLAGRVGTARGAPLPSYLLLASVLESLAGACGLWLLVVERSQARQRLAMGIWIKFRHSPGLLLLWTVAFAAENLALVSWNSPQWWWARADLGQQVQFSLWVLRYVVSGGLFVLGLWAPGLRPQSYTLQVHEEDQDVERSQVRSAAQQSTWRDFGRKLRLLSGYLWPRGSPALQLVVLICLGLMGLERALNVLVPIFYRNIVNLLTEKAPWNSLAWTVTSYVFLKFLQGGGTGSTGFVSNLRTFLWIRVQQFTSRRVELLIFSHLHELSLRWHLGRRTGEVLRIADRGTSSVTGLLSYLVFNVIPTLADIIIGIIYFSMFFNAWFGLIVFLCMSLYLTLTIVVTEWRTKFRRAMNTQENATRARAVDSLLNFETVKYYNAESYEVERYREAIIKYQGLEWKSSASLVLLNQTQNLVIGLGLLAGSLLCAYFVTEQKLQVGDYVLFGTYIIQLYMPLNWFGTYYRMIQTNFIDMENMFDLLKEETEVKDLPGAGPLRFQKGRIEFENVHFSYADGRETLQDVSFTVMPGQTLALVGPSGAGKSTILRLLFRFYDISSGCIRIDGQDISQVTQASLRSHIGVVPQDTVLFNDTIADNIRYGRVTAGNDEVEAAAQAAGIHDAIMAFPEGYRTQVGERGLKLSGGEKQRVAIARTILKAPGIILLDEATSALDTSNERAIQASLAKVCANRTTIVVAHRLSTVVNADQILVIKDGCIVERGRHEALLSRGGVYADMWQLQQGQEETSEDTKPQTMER
CaV13 ICDI inh = Primary screen for inhibitors of IQ motif and Ca2+-dependent inactivation inhibitor domain binding in CACNA1D, Förster resonance energy transfer in living cells, …; 340,000 tested, 0.098% active; inhibition, % at 12.3 µM; HEK cells, CFP/YFP FRET ICDI-IQ, plate reader, 10 min; percent FRET-ratio fall versus neutral wells;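 active means mean replicate inhibition of at least 30% and at least 1% of replicates passing that level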;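 further: 0% = median of the neutral control wells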
MC4R barr agon = activates human MC4R beta-arrestin recruitment. U2OS MC4R beta-arrestin complementation, luminescence; percent of melanotan II response, DMSO zero. 360,000 tested, 0.98% active. activation, % at 8.9 µM;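 active means activation above a per-plate cutoff, the mean activation of sample wells on that plate plus 3 SD, cut at about 8% in these data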
MC4R antagonist = antagonists of human melanocortin 4 receptor (MC4R). AID 540295. inhibition, % at 6.5 µM. 360,000 tested, 0.48% active. MC4R-expressing cells, MTII-stimulated cAMP, LANCE TR-FRET;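 active means inhibition above its plate's cutoff, the mean of tested wells on that plate plus 3 SD, cut at about 29% in these data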;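 further: 0% = Melanotan II alone and 100% = Melanotan II plus saturating MCL0020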
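material = U2OS cells stably expressing human melanocortin 4 receptor (MC4R) | also added = Melanotan II challenge | dosing = single nominal compound dose of 6.5 µM | detection = TR-FRET with Eu-cAMP and labeled anti-cAMP, 671 nm | replication = singlicate | timing = compound 30 min, challenge 1 h, detection 1 h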
Exocytosis inh = blocks lytic granule exocytosis | 360,000 tested, 0.66% active | TALL-104 LAMP-1 surface exposure, flow cytometry; cells stimulated with thapsigargin and PMA | inhibition, % at 10 µM;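 active means inhibition above about 55%, limit read from the data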
ABHD5 PLIN5 PPI = inhibitors of human ABHD5-perilipin-5 interaction. Q00G26+Q8WTS1. Split G. princeps luciferase complementation, luminescence, 4 h. inhibition, % at 4 µM. 360,000 tested, 0.78% active;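 active means inhibition above the mean inhibition across every tested compound plus 3 SD, cut at about 22% in these data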;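 further: 0% = DMSO only wells and the 100% control is not disclosed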
N-glyco inh = blocks N-linked glycosylation in D54 reporter cells; reporter increase, % at 12.5 µM; 360,000 tested, 0.23% active; D54 ERlucT glycosylation luciferase reporter, 24 h; percent of 100 nM tunicamycin response; AID 588692;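 active means mean luciferase reporter signal, scaled so untreated is 0 and the glycosylation-blocking control 100, at or above a set limit in every replicate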;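 further: luciferase carries N-glycosylation sites so blocking glycosylation raises the light; 0% = median of neutral control wells and 100% = median of 100 nM tunicamycin wells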
H9c2 protect = protects H9c2 cardiomyocytes from peroxide injury. protection from H2O2 cell death, % at 20 µM. AID 588492. 360,000 tested, 0.63% active. H2O2 injury protection, ATPLite, 2 h;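 active means compounds giving at least 50% protection of heart cells from peroxide-induced death in the single-dose screen, raw or plate-pattern-corrected value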;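 further: 0% = DMSO wells with peroxide and 100% = DMSO wells without peroxide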
* marks the source's active call; other numbers are inactive results; . = no result given.

SMILES	HTR2A ag	PDI inh	ABCB6 inh 2	CaV13 ICDI inh	MC4R barr agon	MC4R antagonist	Exocytosis inh	ABHD5 PLIN5 PPI	N-glyco inh	H9c2 protect
O=C(CN1CCN(S(=O)(=O)N2CCOCC2)CC1)Nc1cc(Cl)cc(Cl)c1	-4	12	96	-3	-1.6	-2	-8	-1	2	-4
CCOc1ccc(C(=O)N/N=C(\c2ccccc2)c2ccccn2)cc1	-8	6	90	.	-4.8	0	1	-1	-14	26
O=C(c1cc(-c2ccccc2Cl)on1)N1CCCC1	8	9	93	-3	-0.5	-1	-4	2	-17	-11
COc1c(N2CCN(C(=S)Nc3ccc(F)cc3)C(C)C2)c(F)cc2c(=O)c(C(=O)O)cn(C3CC3)c12 (centres undefined)	2	1	105	.	-2.1	0	1	-1	1	4
C=CCn1c(CNC(=O)c2cccs2)nnc1SCc1ccc(Cl)cc1Cl	4	-3	99	-18	2.9	1	2	7	-1	-4
CCN(CC(=O)Nc1ccc(OC)cc1)C(=O)c1cccc(S(=O)(=O)N2CCN(c3ccccc3)CC2)c1	-1	-8	97	-10	1.0	3	2	0	-2	-21
O=C(N/N=C/c1oc(O)c2ccccc12)c1ccccc1O	3	-1	95	-5	-2.0	1	6	-2	0	13
COc1ccc(NC(=O)CSc2nnc3ccc(-c4cccnc4)nn23)cc1	-7	5	98	-6	-2.7	11	2	-8	0	6
CCOc1cccc(OCCOCCN2CCCC2)c1	1	8	90	.	0.0	-4	-3	-2	-1	-12
CCOc1ccccc1NC(C)C(=O)Nc1cc(C(F)(F)F)ccc1N1CCOCC1 (centres undefined)	1	-19	96	-5	1.7	2	1	-5	-2	-5
CCOC(=O)C1C(O)=CC(=O)CC1c1ccccc1 (centres undefined)	2	14	96	-5	-0.6	3	3	0	6	5
O=S1(=O)[C@H]2C[C@@H]3C=C[C@@]2(CN1Cc1ccccc1F)O3	-1	-1	99	-11	-0.8	0	10	-3	2	4
O=C(Nc1cccc(C(F)(F)F)c1)C1(c2ccccc2)CC1	2	-10	101	-7	2.1	9	20	-5	-3	-2
COc1ccc(Br)c(OC)c1C(=O)NC(=O)Nc1c(F)cccc1F	1	3	98	-15	-1.5	0	0	-4	0	-5
Cc1cc2oc(=O)cc(CN3CCCCC3C)c2cc1C(C)C (centres undefined)	5	-4	102	-4	0.5	5	9	1	-2	-8
C[C@@H]1ON(C)[C@H]2C[C@H]3c4cc(N5CCN(C)CC5)ccc4CCN3C(=O)[C@@H]12	29*	9	100	-9	0.9	1	-1	-4	1	5
COc1ccccc1Oc1c(C)oc2c(CN3CCOCC3)c(O)ccc2c1=O	2	1	102	-1	1.0	1	-3	1	1	0
COC1CCCN(C(=O)c2cccc(OC3CCN(S(=O)(=O)N(C)C)CC3)c2)C1 (centres undefined)	-2	-4	87	-2	-0.9	10	-3	-10	0	-7
O=C(NCc1ccco1)/C(=C\c1ccco1)NC(=O)c1cccs1	4	-3	96	-7	-3.0	20	0	4	2	0
O=C(Nc1cccc([N+](=O)[O-])c1)NC1CCS(=O)(=O)C1 (centres undefined)	-1	-7	96	-7	-3.3	8	2	2	1	1
COc1ccc(SC[C@H](CC(C)C)N2CCN(CCc3ccccc3)CCC2=O)cc1	-3	-1	106	-6	0.9	0	4	0	-2	-7
O=C(NCc1ccccc1)c1ccc2c(c1)S(=O)(=O)c1cc(Cl)ccc1C2=O	9	0	97	-10	-1.4	11	4	0	3	8
O=c1c(OCc2ccccc2)cccn1Cc1ccccc1	-7	8	94	-7	-3.1	-2	5	-1	-5	-5
Cc1ccnc(NC(=O)C2CCN(S(=O)(=O)c3ccc(C)c(C)c3)CC2)c1	7	-5	101	-4	0.5	2	65*	-5	-5	4
COc1ccc(C2C(C(=O)NCC3CCCO3)CCC(=O)N2c2ccc3c(c2)OCO3)cc1 (centres undefined)	1	-6	92	-4	-0.8	3	-4	1	2	1
Cc1ccc2c(c1)C1(OCCCO1)C(=O)N2	8	1	97	-3	-0.3	8	6	0	1	-2
COc1ccc(/C=N/NC(=O)c2nn(-c3ccccc3)c(=O)c3c(N)scc23)cc1	-3	0	99	-5	-1.8	-4	-2	-42	5	9
Cc1nc2ccccc2n(CC(=O)Nc2cc(Cl)cc(Cl)c2)c1=O	-2	-4	104	-6	-1.8	4	1	3	-2	2
CC(C)C[C@@H]1COc2cc(N3CCC[C@@H]3CO)ccc2S(=O)(=O)N1	10	.	104	-8	.	.	7	-3	.	.
Cc1ccc(S(=O)(=O)CCc2nnc(NC(=O)c3ccco3)s2)cc1	2	-2	91	.	-2.7	16	-2	0	3	1
COc1ccc(-c2c(C)oc3c(CN4CCOCC4)c(O)ccc3c2=O)cc1OC	6	13	102	-3	1.1	-7	11	-5	0	-3
COc1ccc(OC)c(/C=N/n2c(COc3ccccc3)n[nH]c2=S)c1	8	-5	98	-21	0.1	-1	8	-9	1	-7
COc1ccc(NS(=O)(=O)c2cc(C(=O)Nc3ccccc3C(=O)O)ccc2C)cc1	18*	9	100	-21	-0.2	-1	-3	10	1	17
CCOc1ccc(CCNC(=O)c2cccc(S(=O)(=O)N3CCN(C(C)=O)CC3)c2)cc1OCC	4	-4	99	-2	-0.1	-1	2	5	-2	-1
CCn1c(CSc2nc3ccccc3[nH]2)nc2cc(C(=O)O)ccc21	-2	-4	86	-4	0.3	0	0	6	1	-2
C/C(=N\NC(=O)c1cccc2ccccc12)c1cccnc1	-7	-1	97	.	-0.7	1	5	-1	-1	4

Whole records, quoted from the list:
Shown for CCOc1ccc(CCNC(=O)c2cccc(S(=O)(=O)N3CCN(C(C)=O)CC3)c2)cc1OCC → HTR2A ag = 4; PDI inh = -4; ABCB6 inh 2 = 99; CaV13 ICDI inh = -2; MC4R barr agon = -0.1; MC4R antagonist = -1; Exocytosis inh = 2; ABHD5 PLIN5 PPI = 5; N-glyco inh = -2; H9c2 protect = -1
Shown for COc1ccc(C2C(C(=O)NCC3CCCO3)CCC(=O)N2c2ccc3c(c2)OCO3)cc1 (centres undefined) → HTR2A ag = 1; PDI inh = -6; ABCB6 inh 2 = 92; CaV13 ICDI inh = -4; MC4R barr agon = -0.8; MC4R antagonist = 3; Exocytosis inh = -4; ABHD5 PLIN5 PPI = 1; N-glyco inh = 2; H9c2 protect = 1

Next part:
SMILES	HTR2A ag	PDI inh	ABCB6 inh 2	CaV13 ICDI inh	MC4R barr agon	MC4R antagonist	Exocytosis inh	ABHD5 PLIN5 PPI	N-glyco inh	H9c2 protect
O=C(Cn1cnc2ccccc2c1=O)NNC(=O)c1cccc([N+](=O)[O-])c1	-2	-10	100	-2	-2.1	3	-1	4	-1	8
O=C(N/N=C/C=C/c1ccccc1)c1ccccn1	-2	11	100	-4	-1.8	-5	-8	1	-1	-1
COc1cc(CNc2ncc(-c3ccc(Cl)cc3)n2C)cc(OC)c1OC	-5	3	100	-6	0.5	-4	-2	4	0	-7
O=c1[nH]c2ccccc2cc1-c1noc(-c2cccnc2)n1	1	1	100	-3	-2.6	12	-9	3	-1	20
CCN(C(=O)CN1CCOCC1)C1(C)C(=O)c2ccccc2C1=O	2	7	110	1	0.8	25	-2	-2	0	5
CC(Oc1ccc(Br)cc1)C(=O)Nc1nc(-c2ccccn2)cs1 (centres undefined)	-17	19	96	-6	-5.9	-8	7	-10	3	49*
COc1ccc(-n2c(=S)[nH]c(=O)c3cccnc32)cc1	4	6	102	-13	-1.3	-9	-9	0	0	-5
CSC1=NSC2=NC(=O)/C(=C\c3coc4ccccc4c3=O)C(=N)N12	4	-8	149	-34	-0.8	3	-1	-9	0	-10
CN(C)N=Nc1ccc(S(=O)(=O)NC(Cc2ccccc2)C(=O)O)cc1 (centres undefined)	-6	-3	99	-20	-0.9	-3	-9	-4	2	11
CCCC(=O)Nc1ccc2c(c1)nc1n2CCN(C2CCCCC2)C1	-2	3	101	-4	-2.1	-7	-2	3	-1	8
CCOC(=O)c1c(/N=C/N(C)C)sc(C)c1C	-1	13	96	-7	-3.4	-6	3	1	3	-6
CCN(CC(=O)NCc1cccs1)C(=O)c1ccc(S(=O)(=O)Nc2ccccc2OC)cc1	-3	8	104	-2	-1.6	7	0	7	-4	-4
O=c1c2ccccc2c(-c2ccccc2)nn1-c1ccc(Cl)c(Cl)c1	4	-11	76	-5	2.0	-1	5	-8	-8	-7
NS(=O)(=O)c1ccc(CCNC(c2ccccc2)c2ccccc2)cc1	-6	10	93	-4	1.4	-2	8	0	0	0
COc1ccc(CNC(=O)CN2C(=O)NC3(CCCc4sccc43)C2=O)cc1OC (centres undefined)	2	-3	95	-5	-1.3	-3	-1	4	2	7
CCOC(=O)CSC1=C(C#N)C(c2ccccc2)C(C(C)=O)=C(C)N1 (centres undefined)	-1	8	98	-5	0.7	-5	-3	-5	1	-4
Cc1ccc2nc(NC(=O)CN3C(=O)NC4(CCCC4)C3=O)sc2c1	-2	1	101	-15	-4.5	15	-6	-8	0	-7
O=C(c1cccc(F)c1)N1CCCc2ccccc21	4	7	85	-10	-1.0	-6	-9	5	1	4
CC(=O)COc1cc(C)cc2oc(=O)cc(-c3ccccc3)c12	1	-1	107	8	4.7	18	-2	1	-1	6
Cc1oc(-c2ccccc2)nc1Cn1cccc1C1=NC(c2ccccc2)CO1 (centres undefined)	-7	-6	130	-5	-1.8	-3	0	-4	-5	-21
COc1cccc(NS(=O)(=O)c2c(C)nc3sccn3c2=O)c1	0	.	93	-5	0.2	8	-1	6	-1	7
Cc1cc(-c2cccc([N+](=O)[O-])c2)nc2ccccc12	-2	2	101	-2	1.1	5	-3	0	2	-9
N#C/C(=C1\CCCN1)c1nc(-c2ccccc2)cs1	11	5	104	.	-1.4	2	0	0	-4	5
Brc1ccc(C2C3=C(Nc4ncnn42)c2ccccc2OC3c2ccncc2)cc1 (centres undefined)	-2	9	93	-4	0.6	13	3	3	-6	22
O=C(CSc1nc(-c2ccccc2)ns1)N1CCOCC1	-3	-2	93	.	0.8	2	-3	-4	-2	0
CN1CCN(C(=O)c2ccc(C3SCC(=O)N3Cc3ccco3)cc2)CC1 (centres undefined)	3	-1	90	.	-0.8	14	0	0	0	0
O=C(Cc1cccc(NC(=O)C2CCN(C(=O)C3CC3)CC2)c1)Nc1cccc(C(=O)N2CCOCC2)c1	-2	-5	98	-11	-2.2	15	4	6	2	-2
COc1cccc(-c2cc(C(F)(F)F)nc(N3CCC(C)CC3)n2)c1	5	-2	88	-6	-1.9	3	-1	-4	.	-28
Cc1cc2c(c(SCC(N)=O)n1)C(=O)OC2	-1	1	97	-2	-0.9	7	5	-2	2	3
CCCC(=O)NC(C)c1nc2ccccc2n1C(C)C (centres undefined)	-4	.	97	-3	-0.8	2	3	1	0	-3
CCOc1ccc(NC(=O)C2CCN(S(=O)(=O)c3c(C)n[nH]c3C)CC2)cc1	-2	-8	94	-7	2.1	5	-2	-5	0	0
CC1=C(C)CC(C(=O)N2CCN(Cc3ccc4c(c3)OCO4)CC2)C(C(=O)O)C1 (centres undefined)	-3	1	97	-1	-2.0	2	2	-3	2	6
CC[C@@]1(C(=O)OC)N[C@H](CN(C)S(=O)(=O)c2ccc(OC(F)(F)F)cc2)[C@@H]2C(=O)N(C)C(=O)[C@@H]21	5	2	97	-3	1.3	10	1	3	2	-4
O=C(COC(=O)Cc1cccs1)Nc1ccc(OC(F)(F)F)cc1	3	3	90	-6	0.6	-6	0	4	1	0
